H1N1 NS1A inhibition: H1N1 influenza NS1A inhibitors, functional cell based assay (AID 504329) | NS1A functional cell-based assay, percent inhibition; higher % means a stronger effect | inhibition, % at 12.5 µM, or IC50 in µM where a hit was titrated | hit rate 0.3% among 340,000; in the data active = a potency from the dose series; inconclusive = inhibition above about 27% without an active follow-up result; also: strong numbers were not always called active
tuberculosis growth: growth inhibition of non-replicating M. tuberculosis (AID 488890) | one-dose inhibition, % at 25 µM; IC50 in µM for titrated hits | Mycobacterium tuberculosis non-replicating, growth inhibition; higher % means a stronger effect | hit rate 0.39% among 320,000; in the data active = a potency from the dose series; inconclusive = inhibition mostly from about 82% at the one dose, without a potency; inactive = the rest, 99 in 100 with inhibition below about 76%;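 also: plate controls were DMSO cells for no effect and high antibiotic wells for full effect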
H37Rv inhibition: M. tuberculosis growth inhibition, HTS (AID 449762); M. tuberculosis H37Rv growth inhibition, 7H9 media; higher % means a stronger effect; hit rate 0.59% among 330,000; one-dose inhibition, % at 25 µM; IC50 in µM for titrated hits; in the data active = a potency from the dose series; inconclusive = inhibition above about 70% without an active follow-up result;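 also: bacterial growth assessed after seven days of incubation; strong numbers were not always called active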
inhibitors of VEEV: inhibitors of VEEV TC-83 cytopathic effect, confirmation, Vero cells (AID 588727) | Vero cells, VEEV TC-83 cytopathic effect inhibition; higher % means a stronger effect | one-dose inhibition, % at 20 µM; IC50 in µM for titrated hits | hit rate 0.13% among 350,000; in the data active = a potency from the dose series; inconclusive = inhibition mostly from about 14% at the one dose, without a potency; inactive = the rest, 99 in 100 with inhibition below about 12%; also: strong numbers were not always called active
Salmonella PhoP GFP: PhoP regulon inhibitors, Salmonella typhi PhoP promoter GFP reporter, confirmatory (AID 1850). one-dose inhibition, % at 50 µM; IC50 in µM for titrated hits. hit rate 0.33% among 310,000. Salmonella Typhi PhoP-promoter GFP reporter, fluorescence, 4 h; higher % means a stronger effect; in the data active = a potency from the dose series; inconclusive = inhibition mostly from about 25% at the one dose, without a potency; inactive = the rest, 99 in 100 with inhibition below about 19%;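 also: 0% = induced wells with vehicle and 100% = uninduced wells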
inhibitors of VEEV 10K pilot screen: second read-out of inhibitors of VEEV, no call of its own (marks repeat the call); inhibition, %; measured here: 10K pilot screen inhibition
An asterisk follows results filed as active; i = inactive; ? = inconclusive; · = no result given.

SMILES	H1N1 NS1A inhibition	tuberculosis growth	H37Rv inhibition	inhibitors of VEEV	Salmonella PhoP GFP	others
CCCn1c(=N)c(C(=O)NCC2CCCO2)cc2c(=O)n3cccc(C)c3nc21 (stereo not given)	22%	·	-2%	1.5%	3%
Cc1ccc(C(=O)c2c(NC(=O)c3cccnc3)sc3c2CCCC3)cc1	14%	59%	?	3.7%	-2%
O=C(c1cccs1)N1CCCC(c2nc3c(nnn3Cc3ccccc3Cl)c(=O)[nH]2)C1 (stereo not given)	-3%	20%	6%	4.4%	6%
CCOc1cccc2sc(=NC(=O)c3ccc(S(=O)(=O)N4CCOCC4)cc3)n(C)c12	5%	2%	5%	i	0%	inhibitors of VEEV 10K pilot screen=1.0
Cc1cc(Nc2ccc([N+](=O)[O-])cc2)c2ccccc2n1	7%	69%	10%	i	2%
Cc1cc(C)c2nc(N3CCN(C(=O)c4ccco4)CC3)sc2c1	-4%	12%	?	4.2%	1%
COc1ccc(N=Nc2c(C)[nH]c3ccccc23)cc1	0%	20%	?	2.9%	10%
CCN(CC)c1ccc(NC(=O)COC(=O)COc2ccccc2[N+](=O)[O-])cc1	14%	2%	11%	1.1%	7%
CCc1nnc(NC(=O)c2cc(S(=O)(=O)N3CCOCC3)ccc2N2CCCCC2)s1	3%	·	·	1.1%	·
COc1ccc(/C=N/NC(=O)c2ccncc2)cc1CN1CCCc2ccccc21	12%	54%	?	0.9%	-2%
CN(C(=O)COC(=O)c1ccc(Cl)cc1N)C1CCS(=O)(=O)C1 (stereo not given)	2%	-1%	-3%	i	3%
COc1cc(OC)cc(-c2nnc(SCC(=O)N3CCCC3)o2)c1	-5%	?	1%	2.3%	-9%
Cc1cc([N+](=O)[O-])nn1Cc1noc(C(=O)NCCCn2ccnc2)n1	7%	-1%	-1%	1.0%	-4%
CCCN(CC(=O)Nc1ccccc1C)C(=O)c1ccc(OCc2c(C)noc2C)cc1	-4%	·	·	1.8%	·
NC(=O)c1ccsc1NC(=O)COC(=O)C1CCCN1C(=O)c1cccs1 (stereo not given)	·	0%	-5%	·	-14%
CC(Oc1ccc(Cl)cc1Cl)C(=O)NC1CCSC1=O (stereo not given)	2%	5%	1%	i	12%	inhibitors of VEEV 10K pilot screen=0.7
COc1ccc(Cn2c(C)cc3c(c2=O)C(c2cccs2)C(C#N)=C(N)O3)cc1OC (stereo not given)	2%	-10%	-1%	i	3%	inhibitors of VEEV 10K pilot screen=0.3
c1ccc(Cn2c(CNc3nc4ccccc4n3CCN3CCOCC3)nc3ccccc32)cc1	-8%	45%	11%	i	14%
NC(=O)C1(N2CCCCC2)CCN(C(=S)Nc2ccccc2)CC1	-11%	-15%	11%	0.3%	-5%
O=C(c1cccc(S(=O)(=O)N2CCOCC2)c1)N1CCN(S(=O)(=O)c2cccc([N+](=O)[O-])c2)CC1	-10%	·	·	0.8%	·
CC1(C)C2CCC1(C)C(NC1=NCCC1)C2 (stereo not given)	4%	-6%	-1%	0.9%	-5%
COCCNC(=O)CS(=O)Cc1nc(-c2ccc(OC)cc2)oc1C (stereo not given)	0%	-3%	-2%	1.7%	2%
O=C(COc1ccc(Cl)cc1)NC1CCSC1=O (stereo not given)	-6%	29%	2%	0.6%	-7%
CC(C)C[C@@]12C(=O)N(c3cccc(Cl)c3)C(=O)N1[C@H](c1ccc(Br)cc1)[C@@H]1C(=O)N(C(C)(C)C)C(=O)[C@@H]12	-3%	29%	-6%	i	-17%
O=C(Nc1ccccc1Cl)OC1CN2CCC1CC2 (stereo not given)	-5%	3%	-4%	4.1%	-1%
COCc1ccc(C(=O)N2CCC(CCC(=O)Nc3cccc(C)c3)CC2)s1	-11%	19%	-7%	1.6%	-13%
CCCn1nnnc1SCC(=O)NNC(=O)c1ccco1	-12%	-5%	-3%	1.6%	-11%
Cc1cn([C@H]2C[C@H](O)[C@@H](CCC(=O)NCCc3cnc[nH]3)O2)c(=O)[nH]c1=O	-9%	·	·	1.9%	·
Cc1cc(C)nc(NC=C2C(=O)OC(C)(C)OC2=O)n1	2%	-6%	1%	0.3%	2%
CC(C)C[C@H](N)c1nnc(S(=O)(=O)Cc2ccc(F)cc2)o1	-15%	53%	1%	9.2%	-2%
Cc1cc(N2CCN(Cc3ccc4c(c3)OCO4)CC2)n2ncnc2n1	-3%	-7%	1%	i	-12%
COC(=O)Cn1ncc2c(C)n(Cc3ccccc3)c(C)c2c1=O	1%	-20%	1%	3.2%	-4%
CCOc1ccc(N(CC(=O)Nc2c(C)n(C)n(-c3ccccc3)c2=O)S(=O)(=O)c2ccc(F)cc2)cc1	11%	7%	-8%	2.2%	-7%
O=C(O)CC1(CC(=O)Nc2ccc3c(c2)C(=O)OC3)CCCCC1	·	-6%	6%	0.9%	2%
Cc1ccccc1NC(=O)COC(=O)c1ccc(S(=O)(=O)N2CCCCCC2)cc1	-9%	·	·	2.1%	·
COc1ccc(NC(=O)CSCC(=O)NCCc2ccccn2)cc1	-2%	16%	4%	0.7%	-14%
Cc1nc(CN2CCN(C(=O)c3ccc(Br)cc3)CC2)cs1	2%	42%	-4%	0.6%	-4%
CN(C)S(=O)(=O)c1ccc(C(=O)OCC(=O)N2CC3(C)CC2CC(C)(C)C3)cc1 (stereo not given)	-12%	29%	8%	1.1%	·
CC(=O)Oc1cccc(-c2nc3ccccc3c(=O)o2)c1	-9%	?	19%	i	11%
C[C@H](NC(=O)C1CC(=O)N(c2ccc3c(c2)OCO3)C1)C(=O)NC1CCCC1 (stereo not given in full)	-7%	-2%	4%	1.8%	11%
CSc1ccc(/C=C(/NC(=O)c2ccccc2)C(=O)N2CCN(C)CC2)cc1	-18%	3%	-4%	i	-5%
CCc1ccc(NC(=O)c2cccc(C(=O)Nc3ccc(CC)cc3)n2)cc1	19%	9%	8%	6.9%	1%
Cc1ccc2[nH]c3c(c2c1)CCCC3=O	4%	12%	-2%	1.2%	-14%
CC(C)(C)OC(=O)N1CCC(CC2CC(c3ccccc3)=NO2)(C(=O)NCc2ccccc2)CC1 (stereo not given)	-4%	7%	-2%	0.4%	13%
COc1cccc(N2CCN(C(=O)c3cccc(NC4=NC5CS(=O)(=O)CC5S4)c3)CC2)c1 (stereo not given)	-7%	14%	2%	7.3%	-7%
COc1cc(C(=S)N2CCOCC2)ccc1OC(=O)c1ccccc1	-7%	16%	3%	0.8%	-7%
Cc1cc(OCC(=O)NCc2ccncc2)c2c3c(c(=O)oc2c1)CCCC3	-1%	31%	4%	5.8%	-3%
Cc1cccc2c1NC(C)CC2C (stereo not given)	6%	3%	-7%	0.6%	-8%
O=C(Cn1cnc2ccccc21)c1ccc(Br)cc1	-6%	54%	7%	2.6%	2%
CCOc1cc(C(=S)N2CCCCC2)ccc1OS(=O)(=O)c1ccc(Cl)cc1	4%	20%	3%	i	6%
Cc1sc(NC(=O)c2cccc([N+](=O)[O-])c2)c(C(N)=O)c1-c1ccc(C(C)(C)C)cc1	-2%	2%	-3%	i	2%
CCCN1C(=O)c2cc(C(=O)Nc3ccccc3CC)ccc2C1O (stereo not given)	4%	8%	4%	0.1%	7%
COc1ccc(C2=CC(=O)C[C@H](c3ccc(OC)c(OC)c3)C2)cc1	-21%	12%	1%	1.0%	·
COC(=O)c1ccccc1NC(=O)Cn1cnc2c(cnn2-c2ccccc2)c1=O	-8%	-4%	-2%	2.1%	2%
COc1ccccc1OCCn1cc(/C=C(\C#N)C(=O)NCc2cccs2)c2ccccc21	0%	-4%	0%	1.7%	-9%
C/C(CC(=O)Nc1ccccn1)=N\NC(=O)c1ccc([N+](=O)[O-])cc1Cl	-5%	-1%	4%	0.7%	8%
COc1ccccc1C=NNC(=O)c1ccccc1OCCOc1ccccc1	-1%	50%	2%	5.5%	·
COCc1nnc(NC(=O)c2ccc(Cl)cc2[N+](=O)[O-])s1	4%	-5%	8%	0.5%	-9%
Cc1onc(-c2ccccc2)c1C(=O)OCC(=O)N(C)c1ccccc1	3%	14%	3%	i	·
CCOc1ccc(/C=C/C(O)=C2/C(=O)N(C)C3(C)CC2c2ccccc2O3)cc1OC (stereo not given)	-11%	29%	3%	21%	-12%

Additional entries follow:
SMILES	H1N1 NS1A inhibition	tuberculosis growth	H37Rv inhibition	inhibitors of VEEV	Salmonella PhoP GFP	others
CC(C)[C@H](NC(N)=O)C(=O)Nc1cccc(S(=O)(=O)NC2=NCCCCC2)c1	-13%	·	·	3.0%	·
CCOC(=O)N1CCN(C(=O)CSCC(=O)Nc2nc(-c3ccc(-c4ccccc4)cc3)cs2)CC1	1%	-3%	-9%	4.3%	0%
Cc1cc(NC(=O)CSc2nnc(-c3ccco3)n2CC2CCCO2)no1 (stereo not given)	1%	9%	-2%	4.2%	-3%
O=C(CSc1nc2nccnc2c(=O)n1Cc1cccs1)Nc1ccccc1F	-3%	13%	-6%	4.1%	2%
Cc1ccc(Cl)cc1NC(=S)N(Cc1ccccc1)Cc1cccnc1	-4%	2%	1%	5.9%	2%
CC1(C)Cc2cccc(C(=O)Nc3ccc(Cl)cc3)c2O1	-1%	79%	?	2.8%	-2%
